# Screens from PubChem BioAssay.
# IkB sig inh – IkB Signaling. ABC-DLBCL IkBa-CBG/CBR dual luciferase ratio, 4 h; response scale: scaled: untreated 0%, proteasome inhibitor 100%. Potency, µM (titrated, usually from 57.1 µM), inactives show at the top dose IkBa stabilization activation. 0.04% of 110,000 active; active = well fitted curve in the direction sought with a large enough effect in the signal ratio, not every such curve was filed as active; the % refers to the signal ratio;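 note: the direction sought is a rising ratio; 0% = basal untreated cells and 100% = reference inhibitor full response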
#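 Curves were fitted separately to fusion (green), unfused (red) and ratio luminescence, then classed by r2, magnitude and activity. Cells: OCI-Ly3, 4 h compound plus doxycycline at 37C; 10 uM MG-132 defined full response.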
# Imprint erasure – qHTS Assay for Compounds that Induce Erasure of Genomic Imprints | mouse ES Peg3-LacZ reporter, beta-gal luminescence, 40 h | Potency, µM (doses to about 60.7 µM), for the others: top-dose activity change, positive = activation, hits mostly activators | 0.02% of 110,000 active; active = well fitted activation curve with a large enough effect;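 note: 0% = negative control wells on the plate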
#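 Imprint erasure is scored as LacZ activity from the silenced maternal Peg3 allele in feeder-free female ES cells cultured 40 h with LIF. Luminescence is normalized to in-plate negative controls and fitted to the Hill equation.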
# * hit, by the source's call; · = not tested or not shown; [ ] = another dose, or the depositor's remark. Potency is the fitted concentration of half-maximal effect. This is a subset. The share of hits here may be higher or lower than overall.
SMILES,IkB sig inh,Imprint erasure
C[C@H]1[C@H](C)CC[C@@]2(C(=O)O)CC[C@]3(C)C(=CC[C@H]4[C@@]5(C)C[C@@H](O)[C@H](O)[C@@](C)(CO)[C@@H]5CC[C@@]43C)[C@@H]12,-0.8%[11.4 µM],·
Oc1ccc(C2CNCCc3c2cc(O)c(O)c3Cl)cc1 (configuration not stated),·,-17.8%
CN(C)CCCC1(c2ccc(F)cc2)OCc2cc(C#N)ccc21 (configuration not stated),·,-29.9%
CC=CC1=C(C(=O)O)N2C(=O)[C@H](NC(=O)[C@H](N)c3ccc(O)cc3)[C@@H]2SC1,·,-11.0%

# Part of the list above in order of molar mass, low to high:
SMILES,IkB sig inh,Imprint erasure
Oc1ccc(C2CNCCc3c2cc(O)c(O)c3Cl)cc1 (configuration not stated),·,-17.8%
CN(C)CCCC1(c2ccc(F)cc2)OCc2cc(C#N)ccc21 (configuration not stated),·,-29.9%
CC=CC1=C(C(=O)O)N2C(=O)[C@H](NC(=O)[C@H](N)c3ccc(O)cc3)[C@@H]2SC1,·,-11.0%

# Some values from the list:
# Under Imprint erasure, CN(C)CCCC1(c2ccc(F)cc2)OCc2cc(C#N)ccc21 (configuration not stated) has the entry -29.9%
# Under IkB sig inh, C[C@H]1[C@H](C)CC[C@@]2(C(=O)O)CC[C@]3(C)C(=CC[C@H]4[C@@]5(C)C[C@@H](O)[C@H](O)[C@@](C)(CO)[C@@H]5CC[C@@]43C)[C@@H]12 has the entry -0.8%[11.4 µM]
